Assay outcomes from PubChem.
Pf Dd2 inh: Plasmodium falciparum Dd2 growth inhibition. P. falciparum Dd2 growth, SYBR Green, 72 h. Potency, µM (top dose mostly 28.9 µM), inactives show top-dose activity, negative = inhibition, most hits filed as inhibitors. AID 1347417. 4.3% of 120,000 active; active = well fitted inhibition curve with a large enough effect; inconclusive = small, poorly fitted or top-dose-only effect; inactive = no such curve, though single readings can be large or run the other way;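 note: plate controls were DMSO vehicle for no effect and reference drug for full effect; nearly all actives have a fitted effect of over 65% in size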
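Readout: SYBR Green fluorescence, 485 nm excitation, 535 nm emission, after ~16 h lysis at 37C. Before that, Dd2-infected red cells (2.5% hematocrit) grew 72 h with compound, 29 uM top final concentration.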
The depositor's hits bear a star; i = inactive; ? = inconclusive; [ ] = dose if it differs, or a comment. Potency is the fitted concentration of half-maximal effect.

SMILES	Pf Dd2 inh
O=C1NC2CCCCC2=C1CC(=O)N1CCc2ccccc21 (stereo unspecified)	-30%
CCOC(=O)C1CCC(CN(Cc2ccc(Cl)cc2)S(=O)(=O)c2cccc(Cl)c2C)CC1 (stereo unspecified)	14%
COCCNC(=O)C1COC2(CCN(C(=O)c3ccccc3F)CC2)N1C(=O)c1ccco1 (stereo unspecified)	33%[activator]
CN(C)C(=O)c1ccc2cncn2c1	9%[44.1 µM]
COc1ccc(C(=O)N2CCC3(CC2)CC(OC)CCO3)cc1OC (stereo unspecified)	29%
CC(C)n1cncc1CN1CCC2(CCCO2)CCC1=O (stereo unspecified)	3%
COc1cc2nc(Nc3cccc(C)c3)nc(N)c2cc1OC	2.5µM*
Cc1cc(C)cc(NC(=O)CCc2nnc3n(CC(C)C)c(=O)c4ccccc4n23)c1	-18%
COCCNc1ccc(-c2nc(-c3cccc(C)c3)no2)cc1[N+](=O)[O-]	27%
O=C(N[C@H]1CCN2C(=O)N(c3cccc(C(F)(F)F)c3)C(=O)[C@@H]2C1)c1cnccn1	24%[44.1 µM]
COC(=O)Cn1ccc2cc(S(=O)(=O)N3CCCCCC3)ccc21	-4%
Cc1ccc(C(=O)N2CCCC(n3cc(-c4nc(C(C)C)no4)nn3)C2)cc1 (stereo unspecified)	-18%
O=C(NCCc1ccccn1)c1ccnc(-c2nnc3ccc(N4CCOCC4)nn23)c1	i
Cc1ccc(C(=O)N2CCC3(CC2)OCC(C(=O)N2CCOCC2)N3C(=O)c2ccc(F)cc2)cc1 (stereo unspecified)	i
c1ccc(-c2noc(-c3ccn4c(CN5CCOCC5)nnc4c3)n2)cc1	-6%
CC(=O)N1CCC(c2nnc3n2CCNC3)CC1	-10%[44.1 µM]
COc1ccc(CCC(=O)N2C[C@@H](C(N)=O)[C@H](c3nc(C)no3)C2)cc1OC	19%
O=C(Cn1cccn1)N1CC(F)(F)C[C@H]1c1nc(C2CC2)no1	38%
O=C1CCN(C(=O)c2ccsc2)CCCC(c2nc(-c3cccnc3)no2)CCN1 (stereo unspecified)	i
CN(C)Cc1cc(CC2(NCc3cc4ccccc4o3)COC2)no1	i
COc1ccc(NC(=O)C(NC(=O)Cc2cccs2)c2ccc(OC)cc2)cc1 (stereo unspecified)	15%
COc1ccc(C(=O)N2CCC3(CC2)NC(=O)N(c2cccc(F)c2)N3)cc1F	i
Cc1cccc(C(=O)N2CCC3(CC2)CC(N(Cc2ccc(F)cc2)C2CC2)CCO3)c1 (stereo unspecified)	?
COc1ccccc1-c1cnc2n[nH]c(-c3sccc3C)c2n1	?
COc1cc(-c2cc(OC)c3c(C)oc(C)c3c(=O)c2)ccc1OC(=O)c1ccccc1Cl	?
O=C(C1CCC1)N1CCC(n2cnnc2C2CC2)CC1	3%
CCC(c1cccs1)N1C(=O)[C@H]2CN(S(=O)(=O)c3cc(F)ccc3F)C[C@H]2C1=O (stereo partly specified)	i
O=C(c1ccccc1F)N1CCC(Oc2cccnc2)C1 (stereo unspecified)	3%
COc1ccc(C2Cn3cnc(C(=O)N4CCC(C(=O)NC(C)c5ccccc5)CC4)c3CO2)cc1 (stereo unspecified)	-18%
COc1cccc(C(=O)Nc2c3c(nn2-c2ccc(C)cc2C)CS(=O)(=O)C3)c1OC	?
CC1Oc2ccc(NC(=O)c3ccc(Cl)cc3)cc2CN(C(C)C)C1=O (stereo unspecified)	-5%
CN(Cc1cccnc1)c1nc2c(c(=O)[nH]1)CCN(Cc1cccnc1)CC2	-14%[5.79 µM]
COc1ccc(CCNC(=O)c2cc(Nc3ccccc3)nc3ccccc23)cc1OC	i
CC(=O)N1CCN(c2csc3ccc(F)cc3c2=O)CC1	1%
CCCCn1c(NCc2ccc(N(C)C)cc2)nc2ccccc21	?
Cc1ncc(CC(=O)NCC2CCN(c3cnn(C)c(=O)c3)C2)c(=O)[nH]1 (stereo unspecified)	4%
O=C(C1CCC1)N1CCN(C2CCN(Cc3ccccn3)C2=O)CC1 (stereo unspecified)	-20%
O=C(CCc1conc1-c1cccc(F)c1)NCc1ccc(Cl)cc1	i
CCc1noc(-c2ccn3c(CNC(=O)Cc4c[nH]c5ccccc45)nnc3c2)n1	i
CSc1cccc(NC(=O)C2CCN(S(=O)(=O)c3ccc4[nH]c(=O)ccc4c3)CC2)c1	-9%
COc1cc(OC)c(NC(=O)c2cc(C)nc3c2c(C)nn3-c2ccc(C)cc2)cc1Cl	31%[activator][5.79 µM]
Cc1ncc(CO)c2c1Oc1nc(-c3ccccc3Cl)nc(SCc3ccccc3F)c1C2	4.5µM*
CC(C)=CCN1CCC2(CCC(CNc3ncncn3)O2)CC1 (stereo unspecified)	-26%
CCc1c(C)sc2c1CCN(C(=O)Nc1ccccc1Cl)C2c1ccc(OC)cc1 (stereo unspecified)	?
CC(C)(C)CC(=O)N1CCC(N2C(=O)CCC2C(=O)NCc2cccnc2)CC1 (stereo unspecified)	13%

6 of these compounds in a different format.
structure | Pf Dd2 inh
CN(Cc1cccnc1)c1nc2c(c(=O)[nH]1)CCN(Cc1cccnc1)CC2 | -14%[5.79 µM]
COc1ccc(CCNC(=O)c2cc(Nc3ccccc3)nc3ccccc23)cc1OC | i
CC(=O)N1CCN(c2csc3ccc(F)cc3c2=O)CC1 | 1%
CCCCn1c(NCc2ccc(N(C)C)cc2)nc2ccccc21 | ?
Cc1ncc(CC(=O)NCC2CCN(c3cnn(C)c(=O)c3)C2)c(=O)[nH]1 (stereo unspecified) | 4%
O=C(C1CCC1)N1CCN(C2CCN(Cc3ccccn3)C2=O)CC1 (stereo unspecified) | -20%

Back to the main list, repeating the five entries before the break.
SMILES	Pf Dd2 inh
COc1cc(OC)c(NC(=O)c2cc(C)nc3c2c(C)nn3-c2ccc(C)cc2)cc1Cl	31%[activator][5.79 µM]
Cc1ncc(CO)c2c1Oc1nc(-c3ccccc3Cl)nc(SCc3ccccc3F)c1C2	4.5µM*
CC(C)=CCN1CCC2(CCC(CNc3ncncn3)O2)CC1 (stereo unspecified)	-26%
CCc1c(C)sc2c1CCN(C(=O)Nc1ccccc1Cl)C2c1ccc(OC)cc1 (stereo unspecified)	?
CC(C)(C)CC(=O)N1CCC(N2C(=O)CCC2C(=O)NCc2cccnc2)CC1 (stereo unspecified)	13%
CCCCSc1ncc(CN2CCCC2c2ccc(C(N)=O)s2)cn1 (stereo unspecified)	-12%
CN(C)c1nc(NC2CC(c3cc(=O)[nH]c(C4CC4)n3)C2)ncc1F (stereo unspecified)	i
O=C(NCC(F)(F)F)C1CCCN(c2nc3ncccc3o2)C1 (stereo unspecified)	-4%[44.1 µM]
Cc1cc(C(=O)N2CCCC3(CNS(=O)(=O)c4cccnc4O3)C2)no1 (stereo unspecified)	13%
COc1ccc(CNC(=O)CN2C(=O)CSc3ccc(S(=O)(=O)N(C)C)cc32)cc1	25%
COc1ccccc1-c1ccc2ncc(Nc3ccc(CCO)cc3)n2n1	i
O=C(c1cccnc1)N1CC[C@H](c2nnc(-c3cccnc3)o2)C1	i
O=S(=O)(NCC1CCOCC1)c1ccc(F)c(F)c1	-3%
COc1ccccc1-c1cc(C(=O)N2CCOCC2)nn2cccc12	0%
CN1CC2(CCCN(C(=O)c3ccc(OC(F)F)cc3)CC2)OC1=O (stereo unspecified)	7%
COc1cc(CN2CCC3(CC2)[C@H](O)C[C@@H]3OCCN)cc(OC)c1	-3%
COCCN1C(=O)CS(=O)(=O)C12CCN(C(=O)c1ccc3c(c1)OCO3)CC2	5%
CN[C@H](C(=O)N[C@@H]1C=C(C(=O)N[C@H](Cc2c[nH]c3ccccc23)C(N)=O)C[C@@H](O)[C@@H]1O)C(C)C	1%
CC(C)CN1CCOC[C@H](Oc2ccccc2)C1	?
COc1ccc(N2CCN(C(=O)Cc3coc4ccc(C)cc34)CC2)cc1	5%

Retrieved by structure from the entries so far:
SMILES	Pf Dd2 inh
CC(C)CN1CCOC[C@H](Oc2ccccc2)C1	?
COc1ccc(CNC(=O)CN2C(=O)CSc3ccc(S(=O)(=O)N(C)C)cc32)cc1	25%

Later entries
SMILES	Pf Dd2 inh
Fc1ccc(OC2CN(Cc3cccc4ccccc34)C2)cc1F	-5%
COc1ccc(NC(=O)CSc2nccn2C2CCCC2)cc1OC	99%[activator]
COc1ccc(NS(=O)(=O)c2ccc(NS(=O)(=O)c3ccc4c(c3)OCCO4)cc2)cc1	8%
COCCOC1CCN(C(=O)NCc2ccc(C)cc2)CC1	-2%
O=C(NCc1cccnc1Oc1cccc(C(F)(F)F)c1)c1cccs1	-14%
CCC(=O)N1c2ccccc2CC1C(=O)NCc1ccccc1C (stereo unspecified)	?
CCc1nc2c(c(-c3ccc(O)cc3)n1)CN(Cc1ccccc1OC)CC2	-17%
Cn1ccc(C(=O)NCc2nnc3n2C(C(=O)N2CCOCC2)CC3)n1 (stereo unspecified)	9%
c1cnc(N2CC[C@H](c3nnc(-c4ccncc4)o3)C2)nc1	-22%[44.1 µM]
CN(CCc1ccccn1)C(=O)CN1CC2CC(C1)[C@H]1CCCC(=O)N1C2 (stereo partly specified)	3%
COc1ccc(C(=O)N(Cc2sccc2C)C2CCS(=O)(=O)C2)cc1 (stereo unspecified)	5%
COC1CCC12CCN(Cc1scnc1C)CC2 (stereo unspecified)	i
CCOC(=O)C1CCCN(CC(=O)Nc2cc(C)c3c(=O)oc4ccccc4c3n2)C1 (stereo unspecified)	-21%
CC(C)CN1C(=O)c2cccn2CC1C(=O)NCCCN1CCCC1=O (stereo unspecified)	39%[activator]
COCCN1C(=O)c2cccn2CC1CNC(=O)c1ccc(OC)nc1 (stereo unspecified)	12%
O=C(CN1CCOCC1)N1CCC(c2nc(CCOCC3CCCC3)no2)C1 (stereo unspecified)	i
Cc1ccc2sc(N(Cc3cccnc3)C(=O)CCOc3ccccc3)nc2c1C	?
Cn1ncc(N2CCCC(CC(=O)NCCc3ccccc3)C2)cc1=O (stereo unspecified)	i
CC1=C[C@@H](CNC2CCOCC2)[C@H](C(C)C)C[C@H]1Cc1nc2ccccc2[nH]1	-13%[44.1 µM]
CC(C)CCN1CCC2(CC1)CC(C(C)C)=NO2	i
COc1cccc(C2Cn3nnc(-c4nc(-c5cccc(C(F)(F)F)c5)no4)c3CO2)c1 (stereo unspecified)	i
CC(C(=O)NCC1CCCO1)N1C(=O)COc2ccc(C(=O)COc3ccc(F)cc3F)cc21 (stereo unspecified)	i
CN1CCOc2c(C(=O)NCc3cnn(C)c3)cc(-c3ccc(CO)cc3)cc21	i
O=C1Nc2ccccc2C12CCN(S(=O)(=O)c1cccs1)C2 (stereo unspecified)	-14%[44.1 µM]
CCn1nc(C)c(CN2C[C@@H](COC)[C@H](c3ccncc3)C2)c1C	6%
CCOC(=O)c1c(C)[nH]c(C)c1S(=O)(=O)N1CCCC(C(=O)N2CCN(c3ccccc3F)CC2)C1 (stereo unspecified)	?
CCc1ccc(S(=O)(=O)c2nnn3c2nc(Nc2cccc(C)c2C)c2sccc23)cc1	i
CCOC(=O)c1cccc(Nc2nc(C(=O)OCC)nc3ccccc23)c1	7.9µM*
CC(=O)NCCNC[C@@H]1C=C(C)[C@H](Cc2nnc(-c3ccccc3)o2)C[C@H]1C(C)C	?
O=C(CN1C(=O)CNC1=O)N1CCc2nnc(-c3ccccc3)n2CC1	0%
C[C@@H]1CN(c2cc(C3CC(O)C3)ncn2)C[C@H](C)O1 (stereo partly specified)	10%
Cc1ccc(C(=O)N2CCC3(CCCN(C4CCOCC4)C3=O)C2)cc1F (stereo unspecified)	-11%
Cn1nccc1C(=O)N1CCN(C2CCN(Cc3cccnc3)C2=O)CC1 (stereo unspecified)	-14%
CCn1ccc(C(=O)N2CCC(N3C(=O)C(OC)C34CCOCC4)CC2)n1 (stereo unspecified)	4%
Cc1c2cnn(-c3ccccc3)c(=O)c2c(C)n1CCCC(=O)Nc1cc(F)ccc1F	?
COc1ccc(-c2noc(C(=O)NC(C)C)c2[C@H](C)O)cc1	?
CC(C)c1ccc(NC(=O)c2ccc(F)c(S(=O)(=O)N3CCN(c4ccccc4F)CC3)c2)cc1	i
COc1ccc(N2C(=O)C3(CCCCC3)C2C(=O)NCCCN2CCCC2=O)cc1 (stereo unspecified)	-12%
Cc1ccc(OCc2ccc(-c3nc(C#N)c(NCc4cccnc4)o3)o2)cc1	?
COc1cccc(CN2C(=O)c3ccccc3C2C(=O)NCCc2ccc(OC)c(OC)c2)c1 (stereo unspecified)	-17%
COc1ccc(CC(=O)N2CC[C@@H](CC(=O)O)[C@@H](CCN3CCC(n4c(=O)[nH]c5ccccc54)CC3)C2)cc1	6%
Cc1ccc(NC(=O)NCCc2c(C)nn(C)c2C)cc1Cl	i
CCCCC1CCC(C(=O)N2CC(=O)Nc3ccc(Br)cc3C2c2ccc(F)cc2)CC1 (stereo unspecified)	10µM*
CCC(C)NC(=O)c1ccc2nc(Cc3ccc(OC)cc3)oc2c1 (stereo unspecified)	-2%
COc1ccc(Cl)cc1NC(=O)CSc1nc(-c2ccccc2)c2ccccc2n1	?
CCc1ccc(C2CC(=O)Oc3c2c(=O)n(C)c2ccccc32)cc1 (stereo unspecified)	27%
O=C1CCN(Cc2cccnc2)CCCC(C(=O)NCCCn2cccn2)CCN1 (stereo unspecified)	8%
COc1ccc(CN2CCC3(CC2)C(C(=O)O)CC(=O)N3C)cc1 (stereo unspecified)	-14%

An excerpt of these results, as labelled records:
CC(C)c1ccc(NC(=O)c2ccc(F)c(S(=O)(=O)N3CCN(c4ccccc4F)CC3)c2)cc1
- Pf Dd2 inh: i

COc1ccc(Cl)cc1NC(=O)CSc1nc(-c2ccccc2)c2ccccc2n1
- Pf Dd2 inh: ?

Not all compounds are listed; count on the stated rates, not on these rows.
